# Bioassay records from PubChem BioAssay.
# BL2 CD40 inh – CD40 pathway inhibition in BL2 cells | BL2 NF-kB luciferase reporter, CD40L-induced, 4 h | inhibition, % at 10 µM | 0.94% of 83,000 active;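 active = mean inhibition of at least 50% with a set share of replicates also reaching that level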;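 note: 0% = neutral control wells and 100% = IKK inhibitor VII at 50 µM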
# An asterisk follows results filed as active; & = joins results of further samples; [ ] = remark or other dose.
Compound | BL2 CD40 inh
C[C@H]1CN([C@@H](C)CO)C(=O)c2c(c3ccccc3n2C)-c2ccccc2CO[C@H]1CN(C)S(=O)(=O)CC(F)(F)F | -15.2[25 µM]
OC[C@@H]1[C@H](c2ccccc2)C2(CN(Cc3ccccc3F)C2)N1Cc1ccccc1F | 21.6[25 µM]
CCN(C(=O)COC(=O)CNS(=O)(=O)c1ccc(C)cc1)C1CCS(=O)(=O)C1 (stereo unspecified) | -3.1
CCN1CCN(c2nc(-c3ccccn3)nc3ccccc23)CC1 | -24.7
COC(=O)Nc1ccc(OCc2ccccc2)cc1 | -80.1
COc1ccc2c(c1)CCc1cc(C(=O)O)sc1-2 | 9.8
O=C(Nc1ccccc1N1CCOCC1)c1ccc2c(c1)OCO2 | -0.4
C[C@H](CO)N1C[C@H](C)[C@H](CN(C)S(=O)(=O)c2ccsc2)OCc2ccccc2-c2ccccc2C1=O | 3.5
COc1ccccc1C(=O)NCC(=O)NNC(=O)c1cccs1 | 2.9
Cc1ccc2nsnc2c1S(=O)(=O)NC1CC1 | -5.5
CC(C)(C)CC(C)(C)SSc1n[nH]c(=S)s1 | 8.2
CC(C)[C@H]1C/C=C\CCNC(=O)[C@H](C)CC(=O)N1 | -3.8[25 µM]
Cc1ccc(-c2csc3nc(C)n(-n4cccc4)c(=O)c23)o1 | 5.6
O=S(=O)(NCCC1=CCCCC1)c1cccc2nsnc12 | 5.4
CSc1nc(NC(C)=O)nc(C)c1Cl | -1.1
CC(C)C(NC(=O)c1ccccc1F)C(=O)NCC(c1ccco1)N1CCCCC1 (stereo unspecified) | 3.4
Cc1nc2cc(NC(=O)N3CCN(c4ccccn4)CC3)ccc2o1 | -3.3
CC(C)(C)OC(=O)N1CCCC1C(=O)NC(Cc1ccccc1)C(=O)O (stereo unspecified) | -0.8
Fc1ccc(Br)cc1C1C=C(c2ccc(Br)cc2)Nc2ncnn21 (stereo unspecified) | 7.9
COc1ccc(/C=C/C(=O)OCC(=O)Nc2ccc(N3CCOCC3)cc2)cc1 | 7.1
COc1ccc(NC(=O)C(c2ccccc2)c2ccccc2)cn1 | -4.6
COc1ccccc1OCC(=O)N1CC2(C)CC1CC(C)(C)C2 (stereo unspecified) | 1.1
COc1ccc(/C=C2\CCCC3C2=NN(C(=O)CSc2n[nH]c(N)n2)C3c2ccc(OC)cc2)cc1 (stereo unspecified) | 3.0
O=C(COc1cccc(NC(=O)c2cccs2)c1)c1ccc(F)cc1 | -9.1
Cc1ccc(NC(=O)CNC(=O)c2ccc(C(C)(C)C)cc2)cc1S(=O)(=O)N1CCOCC1 | -21.3
CCCNC(=O)C1(C)CCCN(Cc2cc(-c3ccccc3)n(C)n2)C1 (stereo unspecified) | 3.2
COC(=O)c1[nH]c2cc(OC)ccc2c1N=CN(C)C | -2.2
N#Cc1nc(-c2ccco2)oc1NCCN1CCOCC1 | 1.2
CC(C)(C)CC(=O)NCc1ccc(F)cc1 | 10.1
O=S(=O)(Nc1nc2c(s1)CCCC2)c1ccc2ccccc2c1 | 10.3
CCOC(=O)c1cncc(C(=O)O)c1 | 0.8
CN(C)CCCn1c2c3ccccc3ccc2c2oc(=O)c3ccccc3c21 | 0.9
OC[C@@H]1[C@H](c2ccc(C#CC3(O)CCCC3)cc2)[C@@H]2CN(Cc3cncnc3)CCCCN12 | -1.8[25 µM]
CCOc1ccc(NC(=O)c2ccc3c(c2)OCCO3)cc1S(=O)(=O)N(CC)CC | -3.0
O=C(OC1CCCCC1=O)c1cccc(S(=O)(=O)NCc2ccccc2)c1 (stereo unspecified) | 21.1
COCCCNC(=O)Cc1ccccc1OC | 0.8
O=C(c1ccccn1)N1C[C@@H]2[C@H](c3ccccc31)[C@H](CO)N2C(=O)Nc1ccccc1Cl | 1.0[25 µM]
O=C(CCN1CCCCC1)NCC[C@H]1CC[C@H](NC(=O)C2CCCCC2)[C@H](CO)O1 | 10.7
CCc1nc2ccccc2c(C(=O)OCC(=O)N(CCOC)c2c(N)n(Cc3ccccc3)c(=O)[nH]c2=O)c1C | -4.5
C[C@H]1CN([C@@H](C)CO)C(=O)c2ccccc2-c2ccccc2CO[C@H]1CN(C)S(=O)(=O)c1ccccc1C#N | -4.4[25 µM]
Cc1n[nH]c(=O)c2c(NC(=O)CSc3nc4ccccc4c(=O)n3-c3ccc(OC(F)F)cc3)oc(C)c12 | 7.2
CCCN1[C@H](CO)[C@H](c2ccc(C#Cc3ccccc3)cc2)[C@@H]1CNC1CCCC1 | -12.6[25 µM]
CN(C)C(=O)[C@H]1[C@H](CO)[C@H]2Cn3c(ccc(-c4ccccc4)c3=O)[C@H]2N1CCC(F)(F)F | 13.8
O=C(NCC[C@@H]1CC[C@H](NC(=O)C2CCCC2)[C@@H](CO)O1)c1cnccn1 | -10.6
Cc1cccc(S(=O)(=O)N2CC[C@H]3[C@@H](CO)N(C)c4ccc(-c5cccc(C#N)c5)cc4[C@H]32)c1 | -11.5[25 µM]
COc1cccc(NC(=O)CSc2nnc3ccc(-c4ccccn4)nn23)c1 | 0.7
CCCNC(=O)[C@@H]1[C@@H](CO)[C@@H]2Cn3c(ccc(C4=CCCCC4)c3=O)[C@H]1N2Cc1cocn1 | 0.9[25 µM]
CN(C)C(=O)c1ccc(-c2cccc(-c3nc(C(=O)NC4CCC4)cc4c3[C@@H](CCO)N([S@](=O)C(C)(C)C)C4)c2)cc1 | 12.9
CC(=O)c1oc2ccccc2c1N | -3.5
O=C(O)CCc1ccc(S(=O)(=O)Nc2cc(C(F)(F)F)ccc2N2CCCC2)cc1 | 5.3

# 2 of these compounds, set out differently.
CN(C)C(=O)[C@H]1[C@H](CO)[C@H]2Cn3c(ccc(-c4ccccc4)c3=O)[C@H]2N1CCC(F)(F)F
  BL2 CD40 inh = 13.8
O=C(NCC[C@@H]1CC[C@H](NC(=O)C2CCCC2)[C@@H](CO)O1)c1cnccn1
  BL2 CD40 inh = -10.6

# Random excerpt: 3 records from the list, in no set order.
Compound | BL2 CD40 inh
CC(=O)c1oc2ccccc2c1N | -3.5
OC[C@@H]1[C@H](c2ccc(C#CC3(O)CCCC3)cc2)[C@@H]2CN(Cc3cncnc3)CCCCN12 | -1.8[25 µM]
Cc1n[nH]c(=O)c2c(NC(=O)CSc3nc4ccccc4c(=O)n3-c3ccc(OC(F)F)cc3)oc(C)c12 | 7.2

# Later entries:
Compound | BL2 CD40 inh
CC1(C(=O)OCC(=O)Nc2cc(S(=O)(=O)N3CCOCC3)ccc2Cl)CC1(Cl)Cl (stereo unspecified) | 1.3
CNC[C@@H]1Oc2c(NS(=O)(=O)c3ccc(OC)cc3)cccc2C(=O)N([C@@H](C)CO)C[C@H]1C | -5.0
C[C@H]1CN([C@@H](C)CO)C(=O)CCCn2cc(nn2)CO[C@H]1CN(C)C(=O)c1cc(-c2ccccc2)on1 | 1.8[25 µM]
Cc1ccc(S(=O)(=O)N[C@H]2CC[C@@H](CCNC(=O)C3CCCC3)O[C@@H]2CO)cc1 | 2.1
COCC(=O)Nc1ccc2c(c1)[C@@H]1C[C@@H](CC(=O)N[C@H](C)c3ccccc3)O[C@@H](CO)[C@@H]1O2 | -9.0[25 µM]
CSc1nc2[nH]c3c(c2c2ncnn12)CCCC3 | 9.7
O=C(Cn1ncn2cccc2c1=O)N1CCCCC1 | 13.7
COc1nc2ccc(C)cc2cc1-c1noc(-c2ccccc2)n1 | 1.0
CCN(C[C@H]1[C@H](c2ccc(C3=CCCC3)cc2)[C@@H](CO)N1C(C)=O)C(C)=O | 0.3
CN1CCC(NC(=S)NC2CC2)CC1 | 18.2
N#CCSc1nc2ccccc2c(=O)n1CC1CCCC1 | 11.4
Cc1ccccc1-c1ccc(C2[C@H]3CNC[C@@H]2N3Cc2ccc3c(c2)OCO3)cc1 (stereo partly specified) | 9.3&9.4[25 µM]
C=C(C)Cc1c(C)c(C#N)c2nc3ccccc3n2c1N1CCCCC1 | -1.6
COc1cc(/C=N/N(C)C)ccc1OC(=O)c1ccco1 | 2.8
CCC(=O)Nc1cccc(NC(=O)c2ccc(C)c([N+](=O)[O-])c2)c1 | -24.7
CC(OC(=O)COc1ccc(Nc2ccccc2)cc1)C(=O)N(C)c1ccccc1 (stereo unspecified) | -14.9
CN(C)S(=O)(=O)c1ccc(Cl)c(NC(=O)COC(=O)[C@@H]2CCCN2C(=O)c2cccs2)c1 | 3.1
CC(=O)Nc1nonc1-c1nc2ccccc2n1Cc1ccccn1 | 0.6
O=C(CN1C(=O)NC2(CCCC2)C1=O)OCCOc1ccc(F)cc1 | 3.5
CCn1cc(CN2CCCC(C(=O)Nc3ccc(-c4cscn4)cc3)C2)cn1 (stereo unspecified) | 6.4
C/C(Cc1ccccc1)=N\NC(=O)c1cccnc1 | 9.8
C[C@@H]1CN(C)C(=O)Cc2cc(N)ccc2O[C@@H]1CN(C)C | 2.9
Cc1ccc([N+](=O)[O-])c(OCCCN2CCCCCC2)c1 | -12.5
Cc1onc(-c2ccccc2)c1C(=O)NCCCc1ccccc1 | 0.9
CC12CCC(=O)N1C(C(=O)NNC(=O)c1ccccc1)CS2 (stereo unspecified) | -3.8
O=C(NCCNC(=O)c1ccc(-c2cccc(Cl)c2)o1)c1cnccn1 | -6.4
COc1ccc(NC(=O)N(C)C[C@H]2OCc3ccccc3-c3ccccc3C(=O)N([C@@H](C)CO)C[C@H]2C)cc1 | -5.3
CC1CCCCN1CCNC(=O)c1ccc2c(=O)n(CCc3ccccc3)c(=O)[nH]c2c1 (stereo unspecified) | -20.7
O=C(c1cc(C(=O)c2ccco2)cc(C(=O)c2ccco2)c1)c1ccco1 | -14.1
CCCCNC(=O)c1[nH]c(C)c(C(C)=O)c1C | -7.2
O=C(Nc1ccc2c(c1)OCO2)N1[C@@H]2CNC[C@H]1C2c1ccc(-c2cccnc2)cc1 (stereo partly specified) | -5.5&-19.5[25 µM]
CC[C@@H]1C/C=C\C[C@@H](C(C)C)NC(=O)CCC(=O)N1 | 1.6[25 µM]
O=C(N/N=C/c1cccnc1)c1cccc(NC(=O)c2ccc(Cl)cc2)c1 | 13.4
Cc1noc(C)c1NC(=O)N(C)C[C@@H]1OCc2cnnn2CCCC(=O)N([C@@H](C)CO)C[C@H]1C | 6.3[25 µM]
COc1ccc(C#Cc2cccc(-c3nc(C(=O)N4CCN(Cc5ccccc5)CC4)cc4c3[C@@H](CCO)N(S(=O)C(C)(C)C)C4)c2)cc1OC (stereo partly specified) | -17.4[25 µM]
CC(C)(C)C(=O)NC(n1cnc2c(N3CCOCC3)ncnc21)C(Cl)(Cl)Cl (stereo unspecified) | 5.6
CN(CC(=O)Nc1cccc(F)c1)C(=O)c1ccccc1Cc1ccccc1 | 0.8
COc1ccc(Oc2cn[nH]c2-c2ccc(OC)cc2O)cc1 | -4.2
CCOC(=O)c1oc2ccccc2c1NC(=O)c1ccco1 | -7.1
CN(C(=O)COC(=O)Cc1c(Cl)cccc1Cl)C1CCS(=O)(=O)C1 (stereo unspecified) | 12.1
COc1ccc(CC(=O)Nc2ccc(-c3nnc(-c4ccccc4)o3)cc2)cc1OC | -5.7
CCc1cccc(C)c1NC(=O)COC(=O)Cn1c(C)csc1=O | 4.7
COc1ccc(CN2C(=O)c3ccccc3C(/C=N\OCc3ccc(F)cc3)C2=O)cc1 (stereo unspecified) | -1.0
CN(C)C(=O)c1ccc(-c2ccccc2[C@H]2[C@@H](C#N)N(C(=O)C3CCC3)[C@H]2CO)cc1 | -23.3[25 µM]
O=C(Nc1ccc(Cl)cn1)c1ccc(-c2ccc(Cl)c(Cl)c2)o1 | 8.8
O=C(Nc1nc2cc3c(cc2s1)OCO3)C1CC1 | -37.4
O=C(Cc1nc(=O)c2ccccc2s1)Nc1ccccc1 | -81.0
O=C(C[C@H]1C[C@H]2c3cc(NS(=O)(=O)c4ccccc4)ccc3O[C@H]2[C@@H](CO)O1)NC1CCCCC1 | -1.5
Cc1onc(-c2c(F)cccc2Cl)c1C(=O)Nc1cccc(S(=O)(=O)NC2=NCCC2)c1 | 4.3
C[C@@H]1CN(C)C(=O)Cc2cc(NS(C)(=O)=O)ccc2O[C@H]1CN(C)S(C)(=O)=O | 1.9

# Remaining list, next part:
Compound | BL2 CD40 inh
Cc1cccc(OCC(=O)OCC(=O)N2CCCc3ccccc32)c1C | 9.7
CCC(=O)N1[C@H](CNC(C)=O)[C@H](c2ccc(-c3cccc(F)c3)cc2)[C@@H]1CO | 1.7
CCCN(CC(=O)Nc1ccccc1OC)C(=O)c1cccc(S(=O)(=O)Nc2ccc(OC)cc2)c1 | 5.0
c1ccc2c(c1)nc1n2C2(N3CCOCC3)CCCC2C1N1CCOCC1 (stereo unspecified) | 7.1
CCCC(=O)N1CC2(CN(C(=O)NC(C)C)C2)c2c([nH]c3cc(OC)ccc23)[C@H]1CO | 4.5[25 µM]
C(=C\c1ccco1)/c1nc2ccccc2[nH]1 | -72.8
CN(CCO)CCOCCOc1cccc2ccccc12 | 1.4
Cc1cc(C)c(C#N)c(SCC(O)COc2ccc(Br)cc2)n1 (stereo unspecified) | 11.4
NC(CSCc1cccc(Br)c1)C(=O)O (stereo unspecified) | 7.8
COc1ccc(C(OCC(O)CN2CCC(O)CC2)c2ccc(OC)cc2)cc1 (stereo unspecified) | -6.0
O=C(C1CC1)N1CCc2cc(Br)c(S(=O)(=O)N3CCCCCC3)cc21 | 8.6
CC(=O)N1CCC(=O)Nc2ccc([N+](=O)[O-])cc21 | -0.5
O=c1[nH]c2ccc(Cl)cc2c(-c2ccccc2)c1CN1CCOCC1 | -4.2
Cc1cc(C)n(-c2ccc(OCC(=O)O)nn2)n1 | 10.1
COC(=O)c1sccc1NC(=O)c1cc(C)on1 | 0.0
Oc1ccc(-c2c(-c3ccccc3)nn3c(C(F)(F)F)cc(C(F)(F)F)nc23)cc1 | 6.8[25 µM]
COc1ccc(OCCOC(=O)c2cccs2)cc1 | -17.4
CO[C@@H]1CN(C)C(=O)c2ccc(NC(C)=O)cc2OC[C@H](C)N(Cc2cc(F)ccc2F)C[C@@H]1C | 5.7
CCOC(=O)c1c(NC(=O)C(C)OC(=O)c2ccc(NC(=O)CC#N)cc2)sc2c1CCCC2 (stereo unspecified) | 4.8
C/C(=N\OCC(=O)OCC(=O)N(Cc1ccccc1)C(C)(C)C)c1ccc2c(c1)OCO2 | 0.6

# This is a subset (hit frequency here may not be typical).
